# From PubChem BioAssay
# Mm-Cpn inhibitor – Inhibitors of TCP-1 ring complex (TRiC) of Methanococcus maripaludis (MmCpn): qHTS; Chaperonin Mm-Cpn (Methanococcus maripaludis); purified Mm-Cpn ATPase, ADP Transcreener TR-FRET; Potency, µM (titrated, usually from 76.9 µM), for the others: top-dose activity, negative = inhibition, most hits filed as inhibitors; 330,000 tested, 0.031% active; AID 504842, 2011; note: potency is the fitted concentration of half-maximal effect; % is set by controls: 0 for no effect and ±100 for the full control effect; nearly all actives have a fitted effect of over 80% in size
#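 Quantitative HTS used 25 nM Mm-CPN and 10 uM ATP in magnesium/KCl Tris buffer, pH 7.4, with 1 mM DTT. Hydrolysis ran 30 min at 37°C; ADP was read by HTRF.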
# A549 tox – Nrf2 qHTS screen for inhibitors: counterscreen for cytotoxicity; A549 ARE-Fluc cells, CellTiter-Fluor viability, 18-24 h; Potency, µM (highest dose often 46 µM), for the others: at the highest dose activity change, negative = cytotoxicity, hits mostly inhibitors; 390,000 tested, 0.16% active; note: potency is the fitted concentration of half-maximal effect; % is set by controls: 0 for no effect and ±100 for the full control effect
#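 Cytotoxicity counterscreen: CellTiter-Fluor fluorescence was measured in A549 ARE_Fluc cells after 18-24 h of compound exposure in a concentration series. The subsequent BugLite luminescent read reports ARE-luciferase activity.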
# TGFb inhibitor – qHTS for Inhibitors of TGF-b | HepG2 CAGA-GFP TGF-b/SMAD3 reporter, GFP fluorescence, 18 h; TGF-beta stimulated, 500 pg/mL final | AID 588855, 2011 | 410,000 tested, 1.2% active | Potency, µM (highest dose often 46.1 µM), for inactives: top-dose activity, negative = inhibition, hits mostly inhibitors; note: potency is the fitted concentration of half-maximal effect; % is set by controls: 0 for no effect and ±100 for the full control effect; nearly all actives have a fitted effect of over 65% in size
#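 GFP signal (ex488/em500-530) from TGF-beta-stimulated HEPG2 CAGA-GFP cells, 500 pg/mL final, 18 h at 37 degrees C in DMEM plus 1% FBS, normalized to unstimulated and DMSO-stimulated controls.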
# pAkt inh – HTS Assay for Inhibitors of Akt Phophorylation: Primary Screen. activity change, % for hits at 50 µM. 360,000 tested, 0.32% active. Neuro2A IGF-stimulated pAkt S473 HTRF, 20 min; active compounds read low; in the data active = activity change below about -80%; inconclusive = mostly about -51% to -80%; note: % is set by controls: 0 for no effect and ±100 for the full control effect
#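 Single-point screen (50 µM final compound) in Neuro2A cells stimulated 20 min with 6 nM IGF at 37 deg C. After lysis, Ser473-phosphorylated Akt read by HTRF (ex 330 nm, em 615/665 nm) as the 665/615 ratio.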
# ATXN viability – Viability Counterscreen for Primary qHTS for Inhibitors of ATXN expression | S2 cells (HEK-293 line with an ATXN2-luciferase reporter) viability, CellTiter-Fluor protease fluorescence, 24 h | Potency, µM (series often up to 56.7 µM), most hits filed as cytotoxic | 400,000 tested, 0.49% active; note: potency is the fitted concentration of half-maximal effect; nearly all actives have a fitted effect of over 40% in size
# Nrf2 ARE act – qHTS of Nrf2 Activators. 410,000 tested, 0.31% active. Potency, µM (titrated, usually from 46.1 µM), without a hit: at the top dose activation, hits mostly activators. AREc32 ARE-luciferase reporter (MCF7-derived line), luminescence, 24 h; note: potency is the fitted concentration of half-maximal effect; % of control where 0% means no effect; nearly all actives have a fitted effect of over 65% in size
#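 Cells of the AREc32 ARE-luciferase line are plated in OPTI-MEM containing 5% FBS and left overnight at 37 deg C. Compounds are pinned in, incubation continues 24 hr, and firefly luciferase signal is then measured.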
# HepG2 viability – qHTS for Inhibitors of TGF-b: Cytotox Counterscreen | HepG2 CAGA-GFP viability, ATP luminescence, 18 h | Potency, µM (doses to about 46.1 µM), inactives show at the highest dose activity change, negative = cytotoxicity, usual class: cytotoxic | 410,000 tested, 0.76% active; note: potency is the fitted concentration of half-maximal effect; some results filed as inactive show a strong effect at the top dose
#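 HepG2 CAGA-GFP cells (1000/well, DMEM with 1% FBS) received compound, then TGF-beta at 500 pg/mL final, and were incubated 18 hours at 37 degrees C. Viability was read by CellTiter-Glo luminescence. Media-only wells were set as complete cell-killing and DMSO as no toxicity.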
# CCT modulator – High-Throughput Screening for Modulators of Cytosolic Chaperonin Activity; activity change, % (concentration not given with the values), hits read low; purified chaperonin ATPase assay, HTRF ADP detection, 30 min; AID 651819, 2012; 360,000 tested, 0.3% active; in the data active = activity change below about -30%; note: % is set by controls: 0 for no effect and ±100 for the full control effect
#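 First, chaperonin was dispensed at 40 nM or 20 nM final depending on batch activity. Next, compounds were pinned at 76 uM and ATP added at 10 uM. After 30 min at 37 °C, ADP detection reagents ran 30 min at ambient temperature.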
# Nrf2 inh – Nrf2 qHTS screen for inhibitors | AID 504444, 2011 | 360,000 tested, 2.1% active | Potency, µM (titrated, usually from 46 µM), inactives show at the top dose activity change, negative = inhibition, most hits filed as inhibitors | A549 ARE-Fluc reporter, luciferase luminescence, 18-24 h; note: potency is the fitted concentration of half-maximal effect; % is set by controls: 0 for no effect and ±100 for the full control effect; nearly all actives have a fitted effect of over 60% in size
#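 Concentration-response testing used A549 ARE_Fluc cells at 5000 cells/well. Following an 18-24 h compound incubation, viability was read by fluorescence (Ex 405/Em 525) and luciferase output by luminescence.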
# An asterisk follows results filed as active; i = inactive; ? = inconclusive; . = no result given; & = joins results of further samples. Unless noted, calls come from the whole dose curve; as a rule, active = well fitted curve in the direction sought with a large enough effect; inconclusive = small, poorly fitted or top-dose-only effect, or another doubt; inactive = no such curve, though single readings can be large; an effect the other way counts as inactive or inconclusive.
SMILES,Mm-Cpn inhibitor,A549 tox,TGFb inhibitor,pAkt inh,ATXN viability,Nrf2 ARE act,HepG2 viability,CCT modulator,Nrf2 inh
C=CCSc1nnc(C)c(/C=C/Nc2ccc(Cl)cc2)n1,-7%,-14%,5%,i,.,5.4%,1%,-3.4,-21%
CCn1c(SCC(=O)Nc2cc(C(C)(C)C)nn2-c2ccccc2)nnc1-c1cccs1,2%,3%,-17%,i,i,2.2%,-24%,0.9,?
Cc1nc2ccccc2n1CC(O)Cn1c(C(F)(F)F)nc2ccccc21 (stereo not drawn),-4%,-5%,?,i,i,0.4%,-4%,-0.5,.
COc1ccc(Cc2nc3ccc(C(=O)N(C)C(C)c4nccs4)cc3o2)cc1 (stereo not drawn),3%,0%,13%,i,i,-0.2%,1%,0.6,7%
CN(C)c1ccc(C(CNC(=O)Cc2ccc(Cl)cc2)N2CCOCC2)cc1 (stereo not drawn),.,-1%,9%,.,.,6.4%,-28%,.,.
CCOc1ccc(C(=O)OCCN(C)C)cc1,-1%,11%,5%,i,i,0.5%,1%,-32*,14%
CCc1ccc(CNC(=O)c2cc(=O)[nH]c3ccc(S(=O)(=O)N4CCCCC4)cc23)cc1,.,9%,-1%,.,.,-1.0%,1%,.,.
COc1ccc(OC)c(NC(=O)c2ccccc2NC(=O)c2ccco2)c1,-1%,-2%,0%,i,i,4.3%,-2%,-1.9,-3%
CCN1CCN(CCCNC(=O)c2ccc3c(c2)NC(=O)c2ccccc2S3)CC1,-1%,-12%,-3%,i,i,-0.2%,-14%,-1.7,-1%
Cc1cccc(C)c1NC(=O)CCS(=O)(=O)c1cccc2nonc12,-1%,-8%&2%,2%&-4%,i,i,4.3%&-0.6%,17%&-72%,-4.2,23%
CSCCC(C(=O)Nc1ccc2c(c1)OCO2)N1C(=O)c2ccccc2C1=O (stereo not drawn),-4%,9%,1%,i,i,-0.4%,-10%,-2.2,3%
C[C@@H]1CN([C@H](C)CO)C(=O)CCCn2nncc2CO[C@H]1CN(C)C(=O)c1ccc(N2CCN(C)CC2)cc1,.,.,29%,i,?,-0.1%,3%,0.9,.
Cc1cccc2c1cnn2C(=O)CCC(=O)NC1CCCCC1,0%,-2%,-1%,i,i,0.0%,3%,1.0,18%
Clc1ccccc1OCc1nn2c(-c3ccncc3)nnc2s1,0%,0%,-2%,i,i,-0.6%,-20%,1.9,?
CC(C)(C)c1ccc(C(=O)Oc2ccc3c(c2)OCC3=O)cc1,1%,-16%,12%,i,i,2.3%,-23%,-0.1,?
COc1ccc(-n2cnnc2SCC(=O)Nc2cccc(S(=O)(=O)N3CCCCC3)c2)cc1,-1%,-8%,-1%,i,i,3.0%,11%,-0.1,-10%
COc1ccccc1Cc1c(-c2ccc(OC)c(OC)c2)nc2ccc(Cl)cn12,.,.,?,i,.,4.2%,-6%,-1.6,.
CCCS(=O)(=O)N1CCC(C(=O)N2CCN(Cc3ccccc3)CC2)CC1,0%,2%,0%,i,i,0.5%,0%,1.6,14%
COc1ccc(OC)c(-n2c(-c3ccn[nH]3)n[nH]c2=S)c1,-4%,-9%,8%,i,?,-0.3%,-35%,-0.7,1%
CCCC/C=C1/CCC(CN(C)C)C1=O (stereo not drawn),.,-10%,-9%,i,.,2.7%,-4%,0.8,5%
CCc1cccc(CC)c1NC(=O)Cn1nnc2sc(-c3ccccc3)cc2c1=O,.,1%,1%,.,i,0.7%,2%,.,10%
COc1ccc2c(C)cc(SC3CCOC3=O)nc2c1 (stereo not drawn),-6%,3%,-7%,i,i,0.1%,-2%,0.5,-5%
CCOC(=O)/C(=C\Nc1ccccc1C(F)(F)F)Sc1ncc(C(F)(F)F)cc1Cl,1%,?,16%,i,i,0.4%,-4%,-1.3,.
COCCn1c(SCc2cc(C(C)=O)ccc2OC)nc2cc(Cl)ccc2c1=O,1%,8%,-4%,i,?,3.1%,-6%,-2.4,1%
Cc1ccc2c(CNCc3ccc(C)o3)c(C(=O)O)n(Cc3ccccc3C)c2c1,.,-9%,-12%,.,?,4.8%,-21%,.,19%

# The closing 3 compounds of the part above lead into the next.
SMILES,Mm-Cpn inhibitor,A549 tox,TGFb inhibitor,pAkt inh,ATXN viability,Nrf2 ARE act,HepG2 viability,CCT modulator,Nrf2 inh
CCOC(=O)/C(=C\Nc1ccccc1C(F)(F)F)Sc1ncc(C(F)(F)F)cc1Cl,1%,?,16%,i,i,0.4%,-4%,-1.3,.
COCCn1c(SCc2cc(C(C)=O)ccc2OC)nc2cc(Cl)ccc2c1=O,1%,8%,-4%,i,?,3.1%,-6%,-2.4,1%
Cc1ccc2c(CNCc3ccc(C)o3)c(C(=O)O)n(Cc3ccccc3C)c2c1,.,-9%,-12%,.,?,4.8%,-21%,.,19%
CS(=O)(=O)c1ccc2nc(NC(=O)C3=NN(c4ccccc4)C(=O)CC3)sc2c1,-4%,-1%,20%,i,i,0.4%,-3%,0.8,14%
Cc1cc(O)c(C(=O)/C=C/c2ccccc2)c(=O)o1,3%,-14%,-29%,i,.,?,2%,0.3,-28%
CC(=O)N1CCc2cc(S(=O)(=O)N3CCc4ccccc4C3)ccc21,2%,-8%,-16%,i,i,-0.1%,-6%,-1.3,?
COc1ccc(NC(=O)Nc2cccc3c2O[C@H](CN(C)C(=O)NC(C)C)[C@@H](C)CN([C@H](C)CO)C3=O)cc1,1%,-1%,6%,i,i,-0.1%,-13%,1.7,3%
Cc1oc(-c2ccc(Cl)cc2)nc1CS(=O)CC(=O)NCCN1CCCCCC1 (stereo not drawn),-1%,3%,?,i,i,-0.5%,-51%,0.6,-3%
O=C(NC1CCN(S(=O)(=O)c2ccccc2)CC1)c1ccccc1,-1%,-1%,-6%,i,i,-0.7%,-7%,0.4,-5%
CSCCNC(=O)C1(C)CCN1C(=O)C/C=C/c1ccccc1 (stereo not drawn),.,.,-12%,i,i,-0.7%,-2%,-1.5,.
C/C(N)=C(/C#N)C(=O)COC(=O)C1Cc2ccccc2CN1S(C)(=O)=O (stereo not drawn),0%,2%&3%,-6%&20%,i,i,2.7%&-0.1%,12%&-5%,-3.9&-0.2,-2%&-6%
O=C(Cc1ccc(Cl)cc1)Nc1nnc2n1CCS2,.,0%,1%,.,i,-1.1%,-15%,.,.
O=C(O)CNS(=O)(=O)c1cc(Cl)c(Cl)cc1Cl,-1%,-1%,0%,i,i,-0.5%,1%,-4.8,-6%
COC(Cn1c(-c2cccc(S(=O)(=O)N(C)C)c2)n[nH]c1=S)OC,1%,-8%,-11%,i,i,0.4%,-19%,-1.2,?
CCOc1ccccc1CNC(=O)CCCn1c(=O)c2cccn2c2ccc(F)cc21,.,-9%,0%,.,.,0.8%,-9%,.,-16%
O=C(CO/N=C/c1ccccc1OC(F)F)NCc1ccco1,-2%,-1%,-6%,i,i,20%,7%,-1.8,2%
CCOc1ccc(CCNC(=O)CCc2c(C)nc3c(-c4ccccc4)c(C)nn3c2C)cc1OCC,.,-5%,-3%,.,.,0.0%,3%,.,14%
CCOC(=O)c1c(NC(=O)N/N=C/c2ccccc2OCC)sc(C(C)=O)c1C,-4%,4%,1%,i,i,-0.2%,8%,-0.2,2%
O=C(NN1C(=O)C2CC=C(Cl)CC2C1=O)c1ccncc1 (stereo not drawn),3%,2%,0%,i,i,-0.4%,1%,-2.3,0%
Cc1cc(NC(=O)c2cc(CC(C)C)on2)no1,-1%,-1%,7%,i,i,0.4%,3%,-3.2,?
O=c1c(F)cn(C2CCCO2)c(=O)n1Cc1ccc(Cl)cc1 (stereo not drawn),-7%,-4%,6%,i,i,-0.4%,1%,-0.6,-20%
Cc1cccc(C)c1NC(=O)CSc1nnc(-c2ccncc2)n1Cc1ccco1,1%,13%,2%,i,i,-0.4%,-7%,0.9,-9%
COc1cn(-c2ccccc2)nc1C(=O)Nc1ccc(C)cc1,1%,-16%,13%,i,i,11%,-10%,0.9,3%
O=C(O)c1ccc(Nc2nc(-c3ccc([N+](=O)[O-])cc3)nc3ccccc23)cc1,-1%,2%,-15%,i,?,0.4%,-11%,-3.3,?
COC(=O)c1c(NC(=O)C2CCCCC2C(=O)O)sc2c1CCCCC2 (stereo not drawn),-5%,3%,-23%,i,i,-0.9%,-1%,-0.6,?
CC1CCCC(NC(=O)CNC(=S)N(Cc2ccccc2)Cc2cccs2)C1C (stereo not drawn),-1%,?,?,i,i,4.9%,-33%,-1.5,?
Cc1ccc(S(=O)(=O)N2C[C@H]3n4c(=O)ccc(=O)n4C[C@H](OC(=O)NC4CC4)[C@@]3(O)C2)cc1,.,.,1%,i,?,0.5%,-6%,0.1,.
O=C1C=C(NCCN2CCOCC2)CC(c2ccccc2)C1 (stereo not drawn),1%,-4%,1%,i,i,-0.2%,1%,-1.2,15%
CCOc1ccc(NC(=S)C(C#N)=C2N(C)c3ccccc3N2C)cc1,-1%,0%,13%,i,?,-0.3%,13%,-0.3,4%
CCOC(=O)C1CCCN(Cc2cn(C)nc2-c2ccc3c(c2)OCCO3)C1 (stereo not drawn),3%,10%,-9%,i,i,3.4%,-6%,0.8,-11%
CC(C)N=C(NC#N)SCC(=O)NC(C)(C)C,-1%,8%,-18%,i,i,0.1%,2%,0.4,.
CCSc1nnc(NC(=O)Cc2ccc(OC)cc2)s1,-1%,-6%,0%,i,i,2.4%,-1%,-0.9,-28%
